S1P3 antag: S1P3 receptor antagonists, primary screen, cell-based; Sphingosine 1-phosphate receptor 3 (Homo sapiens), Q99500; CHO S1P3 NFAT-BLA reporter, FRET fluorescence, antagonist mode; inhibition, % at 4.98 µM; hit rate 0.27% among 170,000; AID 485, 2006;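 active means inhibition above the plate cutoff, the mean inhibition of test wells on that plate plus 3 SD, cut at about 28% in these data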;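 further: cells challenged with S1P at its EC80 of 0.8 µM; blue over green emission ratio from cleaved BLA substrate after 4 h stimulation; 0% = S1P-stimulated wells and 100% = unstimulated DMSO-only wells; some compounds past the cut are filed as inactive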
Target sequence (Q99500 whole entry, looked up): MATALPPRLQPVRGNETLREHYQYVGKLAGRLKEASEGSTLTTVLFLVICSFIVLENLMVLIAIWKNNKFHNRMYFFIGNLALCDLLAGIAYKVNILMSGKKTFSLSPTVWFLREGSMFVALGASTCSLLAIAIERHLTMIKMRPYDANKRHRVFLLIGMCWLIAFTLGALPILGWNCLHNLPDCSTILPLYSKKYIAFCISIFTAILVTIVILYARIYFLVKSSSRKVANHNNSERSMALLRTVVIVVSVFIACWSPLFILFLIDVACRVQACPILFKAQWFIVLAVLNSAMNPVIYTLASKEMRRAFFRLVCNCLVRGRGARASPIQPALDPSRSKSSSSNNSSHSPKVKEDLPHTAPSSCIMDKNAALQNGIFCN
PMI act: activators of human PMI, primary screen, biochemical, fluorescence intensity, near-Km mannose 6-phosphate | purified human PMI, coupled resazurin fluorescence, 20 min; hits give high values; 1 = vehicle control, 0 substrate-free wells | activation factor at 20 µM | hit rate 0.005% among 190,000 | AID 1214, 2008;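 active means activation factor of 2 or more at 20 µM, relative to plate controls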
Target sequence (P34949 whole entry, looked up): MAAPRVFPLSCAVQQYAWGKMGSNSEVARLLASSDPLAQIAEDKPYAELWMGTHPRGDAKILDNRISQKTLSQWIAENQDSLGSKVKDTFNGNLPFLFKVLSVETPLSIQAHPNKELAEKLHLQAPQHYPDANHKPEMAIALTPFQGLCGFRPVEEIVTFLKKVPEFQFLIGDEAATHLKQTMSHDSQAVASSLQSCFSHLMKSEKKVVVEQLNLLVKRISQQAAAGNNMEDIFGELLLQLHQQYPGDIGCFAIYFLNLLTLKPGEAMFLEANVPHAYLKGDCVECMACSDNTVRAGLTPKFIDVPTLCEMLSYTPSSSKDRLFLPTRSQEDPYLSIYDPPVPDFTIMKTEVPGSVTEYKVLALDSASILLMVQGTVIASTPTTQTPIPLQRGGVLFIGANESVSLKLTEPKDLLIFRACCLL
L major viab: Leishmania major promastigote growth inhibition, primary screen; Leishmania major promastigotes, resazurin fluorescence viability; inhibition, % at 10 µM; hit rate 9% among 200,000; in the data active means inhibition above about 50%;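 further: promastigotes grown with compound for 44 hours at 28 °C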
TNAP inh no acc: human TNAP enzyme inhibitors, primary screen, biochemical, luminescent, no phosphate acceptor, uHTS; AID 1012, 2008; Alkaline phosphatase, tissue-nonspecific isozyme (Homo sapiens), P05186; hit rate 0.26% among 200,000; inhibition, % at 20 µM; purified TNAP, CDP-star luminescence, 30 min;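 active means tissue-nonspecific alkaline phosphatase inhibition above about 50% at 20 µM in the single-dose screen, limit read from the data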;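 further: 0% = DMSO negative control and 100% = EDTA positive control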
Hsp70 act: Hsp70 transcriptional activators, primary screen, cell-based, HeLa, Hsp70 promoter luciferase, luminescence, 10 µM. HeLa Hsp70 promoter luciferase reporter; scaled: vehicle 0, proteasome-inhibitor control 100%. activation, % at 10 µM. hit rate 0.04% among 200,000. AID 1203, 2008;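 active means activation above the mean across all tested compounds plus 3 SD, cutoff set per campaign, cut at about 5.5% in these data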;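 further: 100% = MG132 at 30 µM as the positive control and 0% = DMSO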
PMI act hi M6P: human PMI activators, high substrate, primary screen, biochemical, fluorescence intensity, near-saturating mannose 6-phosphate. Mannose-6-phosphate isomerase (Homo sapiens), P34949. AID 1216, 2008. hit rate 0.34% among 190,000. activation factor at 20 µM. coupled PMI enzyme assay, resazurin fluorescence, 20 min; hits give high values; 1 = untreated enzyme, 0 = substrate-free blank;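 active means activation factor of 2 or more at 20 µM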
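test system = human PMI in coupled enzyme assay | medium = HEPES-buffered pH 7.4 with magnesium and detergent | also added = 1.0 mM mannose-6-phosphate substrate with 0.22 mM NADP+ | compound = 20 µM single dose | times = 20 min incubation at room temperature | measured by = resorufin fluorescence (Ex 544/Em 590 nm) from resazurin via diaphorase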
Efa HMGR inh: inhibitors of E. faecalis class II HMGR, primary screen, biochemical, Enterococcus faecalis; purified E. faecalis HMGR, NADPH absorbance 340 nm kinetic; inhibition, % at 10 µM; hit rate 0.41% among 190,000; AID 1066, 2008;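 active means inhibition above a set limit, the median over all tested compounds plus 3 SD, cut at about 9.5% in these data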;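 further: enzyme runs in reverse so mevalonate oxidation gives rising NADPH absorbance; 0% = complete reaction with DMSO and 100% = background rate lacking mevalonate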
TNAP inh hiacc: human TNAP enzyme inhibitors, primary screen, biochemical, luminescent, high phosphate acceptor level, uHTS. AID 1135, 2008. inhibition, % at 20 µM. Alkaline phosphatase, tissue-nonspecific isozyme (Homo sapiens), P05186. hit rate 0.03% among 200,000. purified TNAP, CDP-star luminescence, 1 M DEA;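 active means over 50% inhibition of tissue-nonspecific alkaline phosphatase at 20 µM in the single-dose screen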;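 further: plate controls were DMSO wells for no effect and EDTA-quenched wells as full inhibition for full effect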
RAM network inh: inhibitors of the yeast RAM network, primary screen, dse1pr::URA3 reporter, 5-FOA selection. S. cerevisiae dse1pr::URA3 reporter, 5-FOA growth OD615, 2 d; analog-sensitive cbk1-as2 kinase mutant strain. inhibition, % at 50 µM. hit rate 1.8% among 190,000;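 active means inhibition above a set limit, 3 SD over mean compound inhibition, cut at about 8.4% in these data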;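 further: 0% = DMSO-only wells with no growth and 100% = 10 µM 1-NA-PP1 full growth; inhibition rescues growth on 5-FOA so higher OD means more RAM inhibition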
Redox H2O2 prof: compounds producing H2O2 with reducing agent – biochemical, NIH compound library profiling, artefact control for MLSCN library redox annotation, primary screen; DTT-dependent redox cycling H2O2, phenol red/HRP absorbance; 100% = 100 µM peroxide control, 0% = buffer; activation, % at 10 µM; hit rate 0.03% among 200,000;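 active means activation of at least 50% relative to the plate's high and low controls in the primary single-dose screen; inactive means activation below 50%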;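 further: compound incubated with DTT at 0.8 mM final as the reducing agent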
Starred values were filed as active, the others as inactive; x = not tested or not shown.

SMILES | S1P3 antag | PMI act | L major viab | TNAP inh no acc | Hsp70 act | PMI act hi M6P | Efa HMGR inh | TNAP inh hiacc | RAM network inh | Redox H2O2 prof
Cc1ccc(NC(=O)CCC(=O)NNC(=O)COc2ccccc2)c(C)c1 | -4 | 1 | -4 | 0 | -0.2 | 1 | -7 | -4 | 1.3 | -0.4
NC(=O)c1ccccc1OCC(=O)c1ccc(Cl)cc1 | -19 | 1 | 13 | -4 | -0.4 | 1 | -5 | 0 | 0.0 | -1.6
CCCn1c(NCc2cccc(OC)c2O)nc2ccccc21 | 11 | 0.8 | 17 | -7 | 0.3 | 0.6 | 0 | 0 | 4.0 | 1.5
CCOC(=O)C1CCN(c2nc(C)cc(C)c2C#N)CC1 | 12 | 0.9 | 6 | -9 | -0.1 | 1 | -4 | -6 | 1.7 | -1.4
Nn1c(COc2ccccc2)nc2ccccc2c1=O | -19 | 1 | -1 | -5 | 0.1 | 1 | -3 | -2 | 3.0 | 0.0
COC(=O)C(CC(C)C)NC(=O)CSc1nc(-c2ccccc2)c(C#N)c(=O)[nH]1 (centres undefined) | -21 | 1 | -13 | -8 | 0.0 | 1.2 | 0 | 0 | 0.9 | 0.6
c1cncc(CNc2ncnc3sc4c(c23)CCCC4)c1 | 4 | 1 | 9 | -14 | -0.2 | 1.1 | -1 | -1 | 0.4 | 0.7
C[C@@H]1CC[C@@]2(O[C@H](CCO)C[C@H](O)[C@H]2O)O1 | 9 | 1 | -1 | -4 | 0.2 | 1 | -2 | -1 | -0.9 | 0.2
COc1ccc(-c2onc(C)c2-c2cnn(-c3ccccc3)c2)c(O)c1C | -3 | 0.9 | 84* | -13 | -0.2 | 0.8 | -11 | -5 | 3.8 | -1.4
Cc1ccc(-c2cc(N)n[nH]2)cc1 | x | 0.9 | -2 | 9 | 0.2 | 0.9 | -8 | -2 | 1.7 | 0.2
CC(C)c1nnc(SCC(=O)N2CCc3ccccc32)n1C | x | 1 | 0 | -9 | 0.6 | 0.9 | -3 | -2 | 0.8 | 2.9
COc1cccc(N2C(=O)CC(N3CCN(S(=O)(=O)c4ccccc4)CC3)C2=O)c1 (centres undefined) | 9 | 1.1 | 0 | -1 | -0.4 | 1.1 | 0 | -7 | -0.9 | -3.4
O=C(COc1cccc2c1CCN(Cc1ccccc1)C2=O)N1CCCCC1 | -7 | 1 | 0 | -16 | 0.5 | 1.1 | -11 | -5 | -0.6 | -0.8
C=CCn1c(SC(C)C(=O)NCc2ccc3c(c2)OCO3)nc2scc(-c3ccccc3)c2c1=O (centres undefined) | x | 0.9 | 15 | -12 | -0.2 | 1 | -2 | -2 | 4.3 | -7.8
O=C(c1ccc(Cl)c([N+](=O)[O-])c1)N(c1ccccn1)c1ccccn1 | 9 | 0.9 | 70* | -3 | -0.4 | 0.9 | 1 | 0 | 1.9 | 0.0

3 compounds from above, ordered by their value in PMI act hi M6P, largest number first.
| structure | PMI act hi M6P |
| --- | --- |
| COC(=O)C(CC(C)C)NC(=O)CSc1nc(-c2ccccc2)c(C#N)c(=O)[nH]1 (centres undefined) | 1.2 |
| c1cncc(CNc2ncnc3sc4c(c23)CCCC4)c1 | 1.1 |
| Cc1ccc(NC(=O)CCC(=O)NNC(=O)COc2ccccc2)c(C)c1 | 1 |

Next section
SMILES | S1P3 antag | PMI act | L major viab | TNAP inh no acc | Hsp70 act | PMI act hi M6P | Efa HMGR inh | TNAP inh hiacc | RAM network inh | Redox H2O2 prof
COc1ccc(S(=O)(=O)N2CCCC2C(=O)Nc2nnc(-c3cccnc3)s2)cc1 (centres undefined) | 3 | 1 | 21 | -1 | -0.3 | 1.1 | 2 | 7 | 4.8 | -1.9
C/C(=N\Nc1cccc(C(F)(F)F)c1)c1ccc(O)cc1 | -14 | 1.6 | 13 | -16 | 0.1 | 2.1* | -10 | 2 | 0.2 | 0.4
Cc1nc2ccc([N+](=O)[O-])cc2nc1C | -21 | 1 | 5 | -9 | -0.2 | 1 | -3 | 0 | 0.5 | 1.2
CCCC(=O)Nc1ccccc1NC(=O)C1CCCCC1 | -35 | 0.9 | -2 | -11 | -0.3 | 0.9 | -1 | -4 | -0.5 | 0.9
CCC(C)C(NC(=O)c1ccccc1NC(=O)c1ccco1)C(=O)NNC(=O)c1ccc(OC)cc1 (centres undefined) | -1 | 1 | 3 | 2 | -0.3 | 1 | 1 | -2 | 4.1 | 0.3
O=C(O)c1cc(S(=O)(=O)Nc2ccccc2C(=O)O)ccc1O | x | 1 | -2 | -4 | -0.3 | 1 | -4 | 0 | 0.0 | 0.1
CCN(CC)CCN(C(=O)Cn1nnc(-c2ccc(OC)c(OC)c2)n1)C(C(=O)NC1CCCC1)c1ccc(F)cc1 (centres undefined) | x | 1.1 | -1 | -4 | 0.1 | 1.1 | -3 | -5 | 0.5 | 0.3
COc1cccc(/C=C/C(=O)OCC(=O)c2cc(C)n(CC3CCCO3)c2C)c1OC (centres undefined) | 6 | 0.9 | -7 | -8 | -0.3 | 1 | -1 | 4 | 2.5 | 0.1
COc1ccc(OC)c(NC(=O)COc2ccc(S(=O)(=O)NC(C)C)cc2)c1 | -12 | 0.9 | 5 | -2 | -0.2 | 1 | -1 | -7 | 1.2 | 0.7
Cc1cc(/C=C2/SC(=O)N(CC(=O)N3CCOCC3)C2=O)c(C)n1-c1ccccc1F | 0 | 0.9 | 8 | -7 | 0.0 | 0.9 | -5 | 0 | 5.4 | -0.1
COc1ccc(S(=O)(=O)NC(C)C(=O)Nc2ccccc2C(F)(F)F)cc1 (centres undefined) | x | 1.1 | -2 | -8 | -0.1 | 1.2 | 0 | -3 | 0.8 | 0.2
COCCNC(=O)C(c1ccc(Cl)cc1)N(CCOC)C(=O)CCC(=O)Nc1nccs1 (centres undefined) | -2 | 1.1 | -1 | -5 | 0.3 | 1 | 3 | -2 | -0.4 | -0.5
O=C(c1cc2cc(Br)cc(Br)c2oc1=O)N1CCCc2ccccc21 | x | 1 | -6 | 4 | 0.2 | 1.1 | -13 | -5 | 3.0 | -0.4
COc1cccc(-c2nn(-c3ccccc3)cc2C(=O)O)c1 | -10 | 1.1 | -5 | -7 | -0.2 | 1 | 5 | -2 | -1.8 | 0.1
N/C(Cc1ccc([N+](=O)[O-])cc1)=N\OC(=O)c1cccc(Br)c1 | -5 | 1 | 19 | -2 | 0.6 | 1.1 | 7 | 1 | -1.8 | -1.8

Single records, from the list above. Values in the order: S1P3 antag	PMI act	L major viab	TNAP inh no acc	Hsp70 act	PMI act hi M6P	Efa HMGR inh	TNAP inh hiacc	RAM network inh	Redox H2O2 prof
Cc1nc2ccc([N+](=O)[O-])cc2nc1C is listed as -21	1	5	-9	-0.2	1	-3	0	0.5	1.2
COc1cccc(-c2nn(-c3ccccc3)cc2C(=O)O)c1 is listed as -10	1.1	-5	-7	-0.2	1	5	-2	-1.8	0.1

PMI act hi M6P: hit marks shown above.
mol	S1P3 antag	PMI act	TNAP inh no acc	Hsp70 act	PMI act hi M6P	Efa HMGR inh	TNAP inh hiacc	RAM network inh	Redox H2O2 prof
C/C(=N\Nc1cccc(C(F)(F)F)c1)c1ccc(O)cc1	-14	1.6	-16	0.1	2.1*	-10	2	0.2	0.4

Carrying on.
SMILES | S1P3 antag | PMI act | L major viab | TNAP inh no acc | Hsp70 act | PMI act hi M6P | Efa HMGR inh | TNAP inh hiacc | RAM network inh | Redox H2O2 prof
CCC1NC(=S)NC(C)=C1C(=O)c1ccccc1 (centres undefined) | 5 | 1.2 | 4 | -8 | 0.0 | 1.3 | -7 | -1 | 0.5 | -2.7
COc1ccc(S(=O)(=O)N2CCC(C(=O)c3ccc4c(c3)OCCO4)CC2)cc1 | -22 | 0.9 | -6 | -6 | -0.2 | 0.8 | 0 | -4 | 4.9 | 1.4
Cc1c(/C(O)=C2\C(=O)C(=O)N(CCN(C)C)C2c2cccnc2)cnn1-c1ccccc1 (centres undefined) | x | 1 | -7 | -10 | 0.0 | 0.9 | -3 | -2 | 0.1 | 0.3
O=C1c2ccccc2C(=O)C1Cc1cccc2ccccc12 | x | 0.9 | -8 | -3 | 0.0 | 1 | -6 | 5 | 1.4 | 0.5
O=C(O)C(Oc1ccc2c3c(c(=O)oc2c1)CCC3)c1ccccc1 (centres undefined) | -4 | 1.1 | -8 | -12 | 0.7 | 1.1 | 0 | -5 | -0.1 | 0.7
CCN1CCN(CCNC(=O)c2ccc(/C=C3/Sc4ccccc4N(Cc4ccccc4C)C3=O)cc2)CC1 | 16 | 1.1 | 100* | -2 | 0.9 | 1 | -2 | -1 | -2.0 | -0.1
COc1c(C(O)CC(C)C)ccc2c1C(=O)OCc1cc(C)cc(O)c1O2 (centres undefined) | -8 | 0.8 | 12 | -4 | -0.1 | 0.8 | -3 | -6 | -0.5 | -1.3
Cc1cc(C)c(S(=O)(=O)N2CCN=C2c2ccccc2)cc1C | x | 0.9 | 9 | -10 | -0.2 | 1 | -1 | -3 | 3.1 | 1.7
CC(=O)c1cccc(NC(=O)NC2CC3CCCC(C2)N3CC(C)C)c1 (centres undefined) | x | 1 | 1 | -10 | -0.2 | 1 | -7 | -5 | 4.7 | 2.5
CCOC(=O)C(=NC1CCS(=O)(=O)C1)NNc1ccc(Br)cc1 (centres undefined) | -5 | 1.6 | -4 | 4 | 0.3 | 2.4* | -3 | 3 | -0.8 | -0.4
C/C(=N\NC(=O)CSc1nc2nc(C)cc(C)n2n1)c1ccccc1 | x | 0.9 | -7 | -3 | 0.2 | 0.9 | -11 | -1 | 1.0 | -0.3
CN(Cc1ccccc1)C(=S)NC(=O)C1CCCCC1 | -3 | 0.9 | 4 | 3 | 0.0 | 1 | -3 | 1 | -0.8 | 0.6

Screens from PubChem.
